Screening results (PubChem)
yeast mlh1 rad18: NCI yeast anticancer drug screen, S. cerevisiae mlh1 rad18 strain; % growth inhibition at 50 µM; AID 175; 79,000 compounds, 11% hits;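 note: 0% = growth of vehicle-only cultures of the same strain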
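Steps: expose repair-defective yeast to compound; measure growth; express inhibition against vehicle-treated controls.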
sgs1 mgt1: NCI yeast anticancer drug screen, S. cerevisiae sgs1 mgt1 strain; % growth inhibition at 50 µM; 78,000 compounds, 10% hits;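 note: 0% = growth of vehicle-only cultures of the same strain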
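This yeast growth screen uses a strain with defined DNA-repair lesions; compound-treated growth is compared with vehicle-treated growth.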
yeast bub3: NCI yeast anticancer drug screen, S. cerevisiae bub3 mutant strain | growth inhibition, % at 50 µM | 78,000 compounds, 9.9% hits;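 note: 0% = growth of vehicle-only cultures of the same strain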
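Readout: yeast growth inhibition, expressed relative to vehicle-only wells. The test organism is a mutant strain from a panel with lesions in DNA repair or checkpoint genes.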
mec2-1: NCI yeast anticancer drug screen, S. cerevisiae mec2-1 strain | growth inhibition, % at 50 µM | AID 157 | 79,000 compounds, 9% hits;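 note: 0% = growth of vehicle-only cultures of the same strain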
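Test agents were screened against the mec2-1 yeast strain, with defined DNA repair or cell cycle alteration. Growth was scored as inhibition against vehicle-only controls.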
cln2 rad14: NCI yeast anticancer drug screen, S. cerevisiae cln2 rad14 strain; % growth inhibition at 50 µM; 78,000 compounds, 8.3% hits;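 note: 0% = growth of vehicle-only cultures of the same strain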
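Yeast carrying cln2 and rad14 alterations (cell cycle control and DNA damage repair) were exposed to compounds. Growth inhibition was measured against vehicle-treated controls.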
yeast rad50: NCI yeast anticancer drug screen, S. cerevisiae rad50 strain. % growth inhibition at 50 µM. 79,000 compounds, 10% hits;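 note: 0% = growth of vehicle-only cultures of the same strain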
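DNA repair mutant yeast, compound exposure, growth read-out; inhibition is taken relative to vehicle.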
The depositor's hits bear a star; . = not tested or not shown; & = joins results of further samples. Cut-off read from the data, not from the text of the source: active = growth inhibition above about 70%; inactive = the rest.

Preview:
SMILES	yeast mlh1 rad18	sgs1 mgt1	yeast bub3	mec2-1	cln2 rad14	yeast rad50
CN(C)c1ccc(C=Nc2ccc3c(c2)C(O)c2ccccc2-3)cc1 (stereo not given)	-13	-12	12	-19	-42	-4
Cc1ncc2c(=O)c3c(oc2n1)c1ccccc1n3Cc1ccccc1	-4	15	12	9	3	9
CC1(C)CC(C)(C)c2c1oc(=O)c1c3c(oc(=O)c21)C(C)(C)CC3(C)C	-10	13	26	-9	36	16
COc1c(OC)c(OC)c(C(=O)/C=C/c2ccccc2)c(OC)c1OC	-2	34	27	0	23	-6
Cc1cc(C(=O)c2ccccc2)ccc1[N+](=O)[O-]	7	-7	-1	-11	0	23
CC(=O)OC1OC(COC(=O)c2ccccc2)C(OC(=O)c2ccccc2)C1OC(=O)c1ccccc1 (stereo not given)	3	-13	-1	-13	-34	-61
C[N+]([O-])=C(c1ccccc1)c1ccccc1	-5	-9	-31	6	4	-16

The list itself, from the first entry:
SMILES	yeast mlh1 rad18	sgs1 mgt1	yeast bub3	mec2-1	cln2 rad14	yeast rad50
CN(C)c1ccc(C=Nc2ccc3c(c2)C(O)c2ccccc2-3)cc1 (stereo not given)	-13	-12	12	-19	-42	-4
Cc1ncc2c(=O)c3c(oc2n1)c1ccccc1n3Cc1ccccc1	-4	15	12	9	3	9
CC1(C)CC(C)(C)c2c1oc(=O)c1c3c(oc(=O)c21)C(C)(C)CC3(C)C	-10	13	26	-9	36	16
COc1c(OC)c(OC)c(C(=O)/C=C/c2ccccc2)c(OC)c1OC	-2	34	27	0	23	-6
Cc1cc(C(=O)c2ccccc2)ccc1[N+](=O)[O-]	7	-7	-1	-11	0	23
CC(=O)OC1OC(COC(=O)c2ccccc2)C(OC(=O)c2ccccc2)C1OC(=O)c1ccccc1 (stereo not given)	3	-13	-1	-13	-34	-61
C[N+]([O-])=C(c1ccccc1)c1ccccc1	-5	-9	-31	6	4	-16
CCO/C=C1\SC(=S)N(c2ccccc2OC)C1=O	4	.	.	-19	.	-13
O=C1/C(=C/c2ccc(Cl)c(Cl)c2)CN(C(=O)CCN2CCOCC2)C/C1=C\c1ccc(Cl)c(Cl)c1	88*	85*	89*	86*	87*	41
COc1cc(O)c2c(c1)C(=O)C1=C(C2=O)C(O)C[C@@](C)(O)C1 (stereo not given in full)	90*	92*	91*	90*	76*	89*
CCOC(=O)c1c(C=O)[nH]c(C(=O)O)c1C	-25	-19	-25	-23	-37	-26
CN(C)C(=O)C1C2C=CC(CCC2)C1C(=O)N(C)C (stereo not given)	14	16	16	16	14	13
O=C1CC2(c3ccccc3)CCCCC2=NN1 (stereo not given)	-15	-1	-14	3	-34	-5
CC(=O)Nc1ccc2c(c1)Cc1cccc(O)c1-2	10	16	2	-7	-30	1
O=C(Nc1ccccc1)Oc1cccc(-c2ccc(-c3ccccc3)cc2)c1	18	34	49	6	19	29
Cc1ccc(NCCN(C)C)c2c(=O)c3c(O)cccc3sc12	56	61	50	54	59	67
CCOc1ccc(/C=C2\NC(=S)N(/C=C3\C(=O)Oc4ccccc4C3=O)C2=O)cc1	-9	0	-24	-29	-39	-16
CC(=O)c1ccc(C(=O)CC(O)(C(F)(F)F)C(F)(F)F)cc1	42	25	-12	13	7	4
CN(C)c1ccc(C=Nc2cc([N+](=O)[O-])ccc2O)cc1	-4	-1	12	0	-19	-5
Nc1ccn(CCO)c(=O)n1	-8	-23	-5	2	-1	-4
CC(Br)C(=O)NC(CC(N)=O)C(=O)O (stereo not given)	-17&23	-9	-15	-16&-16	4	-8&2
C1CCN(CCC2CCNCC2)CC1	-2	-12	8	-18	2	-5
NCCSS(=O)(=O)CCN	3	18	2	-5	-18	-17
Brc1cncc(Br)c1	1	-13	-12	-9	-2	32
CC(CCC(=O)O)C(=O)O (stereo not given)	10&-8	-5&-9	11&5	-16&-8	0&-6	17&-16
Other compounds.
SMILES	yeast mlh1 rad18	sgs1 mgt1	yeast bub3	mec2-1	cln2 rad14	yeast rad50
OC(c1ccccc1)C(NCCc1ccccc1)c1ccccc1 (stereo not given)	0	-1	-27	3	4	-21
CC1CNC(=O)NC1=O.O.O.[NH2-].[NH2-].[Pt+4] (stereo not given)	-6	-1	-6	11	-51	8
CC(C)=C1C2C(C13C(=O)OC(C)(C)OC3=O)C2(C)C (stereo not given)	-9	-12	-22	-17	8	-10
O=C1NC(=O)C(=O)N1	-2	9	28	13	16	26
Nc1ccc2cccc(O)c2c1	32	13	34	24	-9	44
Cc1ccc(N=C(Nc2ccc(C)cc2)C(c2ccccc2)c2ccccc2)cc1	31	6	6	-2	8	12
O=C(NCc1ccco1)Nc1ccccc1	-8	-12	7	-21	-36	-6
CC(C)(CO)C(O)C(=O)NN (stereo not given)	3	9	-4	3	-6	-3
Nc1cccc(OCC2CCCN3CCCCC23)c1 (stereo not given)	-65	5	6	-18	2	20
CC(=O)N(C)c1ccccc1	-8	-16	-8	-21	-40	-19
O=c1[nH]c(O)c(/C=N/C(=S)N=Nc2c(O)[nH]c3ccccc23)c(=O)[nH]1	-20	-44	-4	-38	-31	-24
CCOC(=O)CNC=O	9	-3	-2	-6	26	34
CCN(CC)C(=O)CC1(O)CCCCC1	4	-3	2	-11	-10	-10
CCCCCCCCn1c(C)nc2c(cnn2C)c1=O	5	-6	36	-19	21	-10
CCc1nc2c(O)ccc(O)c2nc1C	90*	65	84*	63	59	72*
COC1CCC(/C=C(\C#N)C2CCC(C)CC2)CC1 (stereo not given)	31	44	30	22	12	18
C/C=C(\Br)C(=O)O	13&9	0&2	6&-15	-5&-11	-19&-10	24&-8
CC(=O)C1CC(CCC2([N+](=O)[O-])CCC(C)(O)C(C(C)=O)C2)([N+](=O)[O-])CCC1(C)O (stereo not given)	21	7	12	5	3	3
[N-]=[N+]=Nc1ncnc2c1sc(=S)n2-c1ccccc1	-2	-24	16	21	4	-7
CC1=CC(=O)C(C2=CC(=O)C(C)=CC2=O)=CC1=O	60	23	17	18	31	58
COC(=O)c1ccccc1C1CN=NC12Cc1c(C)ccc(C)c1C2=O (stereo not given)	30	17	4	7	14	10
N#C/C(C(=O)NCc1ccccc1)=C(/N)N1CCCC1	0	0	-5	-16	-17	-5
Clc1cccc2nc(-c3ccccn3)n(CCc3ccccn3)c12	-3	0	0	-5	-18	2
Cc1nc(N)nn1C	0	-4	44	6	7	3
CCN(CC)CCCNc1c2ccccc2nc2ccccc12	7	9	-8	23	52	14
Next section.
SMILES	yeast mlh1 rad18	sgs1 mgt1	yeast bub3	mec2-1	cln2 rad14	yeast rad50
O=[N+]([O-])c1cccc(S/N=C/c2c(O)ccc3ccccc23)c1	98*	99*	98*	99*	73*	99*
O=P(O)(c1ccccc1)c1ccccc1Oc1ccccc1	1	-5	-15	-3	-28	-9
COc1cccc(-c2cc(=O)c3cc(Cl)cnc3[nH]2)c1	5	4	12	3	31	5
Cc1cccc(NC(=O)NC(O)C(Cl)(Cl)Cl)c1 (stereo not given)	1	-6	-17	-3	-43	2
Cc1ccc(O)cc1N(C)C	-4	-13	-6	-4	-35	-18
COC(=O)C(C)(N)Cc1ccc(O)c(C)c1 (stereo not given)	-10	0	-4	11	-10	4
CC(=NNC(=S)Nc1ccccc1C)c1cccc(C(C)=NNC(=S)Nc2ccccc2C)n1	19	6	-1	6	-10	-20
O=C(CCCCC(=O)c1ccc(Br)cc1)c1ccc(Br)cc1	6	10	-3	6	10	25
CCCCCOC(=O)Nc1ccc(OCC)cc1	-4	-3	-1	-5	-22	-9
Cc1nn(-c2ccccc2)nc1C(=O)NCC1CC1	-12	11	-6	-23	-14	-10
Oc1ccc2cc(Br)ccc2c1O	98*	97*	98*	98*	97*	97*
c1ccc(-c2cc(-c3ccncc3)cc(-c3ccncc3)n2)cc1	-85	9	-2	-21	19	4
CCCCC#CC(=O)OCCCCC	-16	-13	-15	-3	25	-19
CCN(CC)CCNC(Cc1ccccc1)c1ccc(OCc2ccccc2)cc1 (stereo not given)	85*	72*	88*	42	57	87*
CCCCOB(OCCCC)OCCCC	-22	-13	-2	-3	12	6
C=C1C(=O)OC2CC1C(OC(=O)/C=C/c1ccccc1)C/C(C)=C/CC/C(C)=C/CCC2(C)O (stereo not given)	76*	85*	80*	82*	83*	83*
N#CCC(=O)O	-9	-4	-3	6	2	0
COC1C(OC(N)=O)C(O)C(Oc2ccc3c(O)c(NC(=O)c4ccc(O)c(CC=C(C)C)c4)c(=O)oc3c2C)OC1(C)C (stereo not given)	26	2	9	-23	-6	7
O=C(O)c1ccccc1C(=O)OCC1CCc2ccccc2C1 (stereo not given)	9	28	51	27	33	5
CCCCCCC(O)CCCCCCCCCCC(=O)OC (stereo not given)	34	21	13	4	-26	33
C/C(CCC(=O)O)=N/O	4	-3	-4	10	-16	9
NNC(=S)N/N=C(/C(=O)Nc1ccc([N+](=O)[O-])cc1)c1nc2ccc([N+](=O)[O-])cc2[nH]c1=O	31	10	9	15	-61	28
Nc1ccc(S(=O)(=O)NC(=O)c2ccccc2)cc1	0	10	-3	-7	-27	13
CCCCCCCCCc1cc(-c2ccc(C=O)s2)sc1-c1ccc(C=O)s1	0	-9	-13	-4	-4	9
CCCOC(=O)c1cccnc1C(=O)OCCC	-6	2	-2	-10	-22	0
Going on with the list.
SMILES	yeast mlh1 rad18	sgs1 mgt1	yeast bub3	mec2-1	cln2 rad14	yeast rad50
CCOc1ccccc1NC(=O)CC(C)=O	10	22	33	21	2	14
CCCCSCCCCO	2	-1	-2	3	3	4
COc1ccc([N+](=O)[O-])cc1Br	8	-1	-5	-1	-20	5
CCC(C)(C)C(=O)O	10	-6	-14	14	-9	-2
CCCCCCC(O)Cc1ccccc1 (stereo not given)	1	-6	-25	5	-12	6
CC(C)(C)OC(=O)c1c2ccccc2cc2ccccc12	10	14	12	12	14	22
Cc1cccc(-c2ccc(Br)cc2)c1	-19	-10	1	7	-4	-4
COc1ccc(C23CCCC(=O)C2C2C(=O)CCCC23c2ccc(OC)cc2)cc1 (stereo not given)	13	4	5	-1	11	47
CNC(=O)NCCc1c[nH]c2ccccc12	-41	-49	-27	-20	-24	-36
Cc1nc2cc(Cl)ccc2s1	26	22	30	3	18	30
C1CCC(C2CCC(N3CCCCC3)CC2)CC1 (stereo not given)	79*	82*	73*	51	76*	85*
O=c1[nH]c(=O)c2c([nH]1)oc1ccccc12	-10	4	-14	-30	-2	-18
NC1=NN(c2c(Cl)cc(Cl)cc2Cl)C(=O)C1	40	18	33	-4	33	22
COc1ccc(-n2c(=O)c(N=Nc3ccc(Cl)cc3)c(O)n(-c3ccc(I)cc3)c2=S)cc1	22	33	1	5	-4	50
CNc1ccccc1	-1	1	0	-31	9	-18
CC(C#N)(C#N)N=Nc1ccc(Cl)cc1Cl	51	6	-14	22	10	24
O=C(O)/C=C/c1c2ccc(=O)c(O)c-2oc2c(O)c(O)ccc12	45	14	10	24	-24	36
O=C1NC(=O)c2cccc3cccc1c23	85*	80*	63	53	65	88*
CCO/N=C(\N)c1ccccc1	3	-2	1	2	-19	-8
O=[N+]([O-])c1ccc(-c2csc(Nc3ccccn3)n2)o1	92*	85*	41	38	31	81*
CC1(C)C2CCC(C2)C1/C=C1/SC(=S)NC1=O (stereo not given)	3	2	18	-2	49	-6
COc1ccccc1C(=O)C(=O)c1ccccc1OC	22	-4	52	-10	-40	6
CC[C@H]1CN(C)[C@H]2Cc3c([nH]c4ccccc34)C(=O)C[C@H]1C2C(=O)OC (stereo not given in full)	-36	7	-2	-1	13	0
CC(C)C1=CCC2C(=C1)CCC1C(C)(C(=O)O)CCCC21C (stereo not given) (tested in a mixture with another compound)	77*	85*	86*	85*	90*	84*
CCC1C(c2ccccc2O)c2cc3c(cc2OC1N1CCOCC1)OCO3 (stereo not given)	91*	88*	89*	88*	89*	86*

4 structures already listed, arranged by molecular weight, ascending:
SMILES	yeast mlh1 rad18	sgs1 mgt1	yeast bub3	mec2-1	cln2 rad14	yeast rad50
O=C1NC(=O)c2cccc3cccc1c23	85*	80*	63	53	65	88*
C1CCC(C2CCC(N3CCCCC3)CC2)CC1 (stereo not given)	79*	82*	73*	51	76*	85*
O=[N+]([O-])c1ccc(-c2csc(Nc3ccccn3)n2)o1	92*	85*	41	38	31	81*
COc1ccc(-n2c(=O)c(N=Nc3ccc(Cl)cc3)c(O)n(-c3ccc(I)cc3)c2=S)cc1	22	33	1	5	-4	50

(list continues)
SMILES	yeast mlh1 rad18	sgs1 mgt1	yeast bub3	mec2-1	cln2 rad14	yeast rad50
Cc1ccc(OS(=O)(=O)c2ccc(Br)cc2)cc1	13	-4	-7	0	-1	-6
COc1ccc(-c2cc(-c3ccccc3)nc(N)n2)c(O)c1	-56	2	-29	-22	-21	-14
c1ccc2sc(NCCSSCCNc3nc4ccccc4s3)nc2c1	20	17	-1	16	16	46
ClCC(Cl)C1CCC(Cl)C(Cl)C1 (stereo not given)	20	-8	9	6	-4	10
C/C(=N/NC(=S)N1CCCCCC1)c1ccccc1O	35	6	-13	-40	45	-64
O=C1Oc2ccccc2C(=O)/C1=C/N1C(=O)/C(=C/c2ccccc2)NC1=S	54	72*	54	43	61	67
